Compound activity as filed in PubChem.
S2 tox: Viability Counterscreen for Primary qHTS for Inhibitors of ATXN expression | AID 651635, 2014 | Potency, µM (titrated, usually from 56.7 µM), hits mostly cytotoxic | S2 cells (HEK-293 line with an ATXN2-luciferase reporter) viability, CellTiter-Fluor protease fluorescence, 24 h | 400,000 tested, 0.49% active; also: nearly all actives have a fitted effect of over 40% in size
A549 viability: Nrf2 qHTS screen for inhibitors: counterscreen for cytotoxicity; A549 ARE-Fluc cells, CellTiter-Fluor viability, 18-24 h; Potency, µM (series often up to 46 µM), inactives show at the top dose activity change, negative = cytotoxicity, actives largely listed as inhibitors; 390,000 tested, 0.16% active; AID 504648, 2011; also: % is scaled to controls: 0 for no effect and ±100 for the full control effect
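A549 ARE_Fluc cells in 5% FBS OPTI-MEM were exposed to compounds in concentration-response for 18-24 h at 37 deg C. Viability was read by CellTiter-Fluor fluorescence (Ex 405/Em 525) after 30 min, before the luciferase read.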
EPAC2 antag: qHTS for Antagonist of cAMP-regulated guanine nucleotide exchange factor 2 (EPAC2): primary screen; 360,000 tested, 0.18% active; Potency, µM (top dose mostly 114 µM), inactives show at the top dose activity, negative = inhibition, hits mostly inhibitors; EPAC2 GEF exchange of Rap1B-BODIPY-GDP, fluorescence; also: % is scaled to controls: 0 for no effect and ±100 for the full control effect; nearly all actives have a fitted effect of over 45% in size; many of its hits are not listed in these tables
Target sequence (Q8WZA2 whole entry, looked up): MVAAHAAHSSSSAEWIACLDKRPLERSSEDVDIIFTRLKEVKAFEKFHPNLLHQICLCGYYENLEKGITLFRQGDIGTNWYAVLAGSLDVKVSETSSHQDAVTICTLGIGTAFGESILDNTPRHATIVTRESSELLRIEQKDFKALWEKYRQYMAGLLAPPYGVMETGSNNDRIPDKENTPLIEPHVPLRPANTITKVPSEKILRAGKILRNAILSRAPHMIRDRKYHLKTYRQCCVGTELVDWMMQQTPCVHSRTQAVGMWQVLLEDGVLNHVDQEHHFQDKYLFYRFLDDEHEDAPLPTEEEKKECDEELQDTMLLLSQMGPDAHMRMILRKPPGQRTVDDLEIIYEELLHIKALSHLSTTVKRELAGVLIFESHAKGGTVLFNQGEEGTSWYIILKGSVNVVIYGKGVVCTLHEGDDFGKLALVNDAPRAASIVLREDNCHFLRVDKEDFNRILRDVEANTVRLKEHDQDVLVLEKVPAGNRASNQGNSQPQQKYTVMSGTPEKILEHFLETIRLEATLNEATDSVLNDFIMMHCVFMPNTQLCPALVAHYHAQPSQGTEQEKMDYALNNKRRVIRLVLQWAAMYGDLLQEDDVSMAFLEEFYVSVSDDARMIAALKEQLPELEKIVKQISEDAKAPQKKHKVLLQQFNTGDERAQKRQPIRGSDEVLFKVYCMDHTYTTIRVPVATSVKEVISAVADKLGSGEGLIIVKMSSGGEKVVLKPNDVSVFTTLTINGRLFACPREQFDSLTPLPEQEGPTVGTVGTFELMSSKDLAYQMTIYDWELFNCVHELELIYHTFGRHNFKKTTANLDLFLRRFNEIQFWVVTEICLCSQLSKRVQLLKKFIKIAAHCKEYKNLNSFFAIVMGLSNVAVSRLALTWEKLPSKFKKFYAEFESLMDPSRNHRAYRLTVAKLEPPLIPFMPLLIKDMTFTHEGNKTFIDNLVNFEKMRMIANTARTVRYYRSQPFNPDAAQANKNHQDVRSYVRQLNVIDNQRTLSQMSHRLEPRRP
Nrf2 block: Nrf2 qHTS screen for inhibitors; A549 ARE-Fluc reporter, luciferase luminescence, 18-24 h; Potency, µM (highest dose often 46 µM), without a hit: top-dose activity change, negative = inhibition, usual class: inhibitors; 360,000 tested, 2.1% active; also: % is scaled to controls: 0 for no effect and ±100 for the full control effect; nearly all actives have a fitted effect of over 60% in size
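Reporter: ARE-Fluc in A549. Exposure: 18-24 h, 37 °C, 5% CO2, 5% FBS OPTI-MEM. Readouts: fluorescent cytotoxicity (CellTiter-Fluor), then luminescent Nrf2 signal after BugLite.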
ATXN2 expr inh: Primary qHTS for Inhibitors of ATXN expression; HEK-293 ATXN2-luciferase reporter, luminescence, 24 h; Potency, µM (series often up to 57 µM), for the others: at the top dose activity change, negative = inhibition, hits mostly inhibitors; 360,000 tested, 0.72% active; AID 1745845, 2022; also: % is scaled to controls: 0 for no effect and ±100 for the full control effect; nearly all actives have a fitted effect of over 55% in size
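ATXN2-luciferase reporter cells (luciferase flanked by upstream and downstream ATXN2 gene portions) were treated 24 h at 37 °C with compounds at up to 57 uM. SteadyGlo luminescence gave expression; GF-AFC fluorescence gave viability.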
Nrf2 ARE act: qHTS of Nrf2 Activators | AREc32 ARE-luciferase reporter (MCF7-derived line), luminescence, 24 h | 410,000 tested, 0.31% active | AID 624171, 2012 | Potency, µM (highest dose often 46.1 µM), inactives show at the top dose activation, actives largely listed as activators; also: % of control where 0% means no effect; nearly all actives have a fitted effect of over 65% in size
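Each well held 1000 AREc32 cells, which were incubated with compound for 24 hr at 37 deg C after overnight attachment, and ARE reporter activity was quantified by firefly luciferase luminescence.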
HepG2 viability: qHTS for Inhibitors of TGF-b: Cytotox Counterscreen | AID 588856, 2011 | HepG2 CAGA-GFP viability, ATP luminescence, 18 h | 410,000 tested, 0.76% active | Potency, µM (doses to about 46.1 µM), for the others: at the highest dose activity change, negative = cytotoxicity, usual class: cytotoxic; also: some results filed as inactive show a strong effect at the top dose
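HepG2 CAGA-GFP cells (1000/well, DMEM with 1% FBS) received compound, then TGF-beta at 500 pg/mL final, and were incubated 18 hours at 37 degrees C. Viability was read by CellTiter-Glo luminescence. Media-only wells were set as complete cell-killing and DMSO as no toxicity.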
TGFb inhibitor: qHTS for Inhibitors of TGF-b; HepG2 CAGA-GFP TGF-b/SMAD3 reporter, GFP fluorescence, 18 h; TGF-beta stimulated, 500 pg/mL final; Potency, µM (titrated, usually from 46.1 µM), for the others: top-dose activity, negative = inhibition, hits mostly inhibitors; 410,000 tested, 1.2% active; AID 588855, 2011; also: % is scaled to controls: 0 for no effect and ±100 for the full control effect; nearly all actives have a fitted effect of over 65% in size
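HEPG2 CAGA-GFP, 1000 cells/well; 2 h settle, 37 C; cpd via pin tool; TGF-b 500 pg/mL final; 18 h, 37 C; GFP imaging ex488/em500-530; %Activity normalised to -TGF-b and +DMSO controls; CRC fit, curve class.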
MCF10A rerep: A quantitative high throughput screen for small molecules that induce DNA re-replication in MCF 10a normal breast cells; MCF 10A DNA re-replication, Hoechst nuclear intensity, 48 h; Potency, µM (doses to about 46.1 µM), inactives show top-dose activity, positive = re-replication, most hits filed as activators; 350,000 tested, 2.9% active; also: % of control where 0% means no effect; nearly all actives have a fitted effect of over 50% in size
An asterisk follows results filed as active; i = inactive; ? = inconclusive; / = not tested or not shown; & = joins results of further samples; [ ] = remark or other dose. Calls follow the shape of the dose curve; as a rule, active = well fitted curve in the direction sought with a large enough effect; inconclusive = small, poorly fitted or top-dose-only effect, or another doubt; inactive = no such curve, though single readings can be large; an effect the other way counts as inactive or inconclusive. Potency is read from the fitted curve at half-maximal effect.

SMILES	S2 tox	A549 viability	EPAC2 antag	Nrf2 block	ATXN2 expr inh	Nrf2 ARE act	HepG2 viability	TGFb inhibitor	MCF10A rerep
Cc1cccc(NC(=O)CN2C(=O)c3ccccc3S2(=O)=O)n1	i	0%	-4%	-9%	14%	-0.2%	-10%	-10%	-3%
CC(C)Cc1nc2oc3c(=O)[nH]cnc3c2c2c1CCC2	i	0%	-10%	4%	-6%	-0.1%	-11%	0%	-1%
COc1ccccc1N1CCN(c2ccc3ccccc3n2)CC1	i	4%	-10%	?	-19%	-0.1%	-20%	-5%	17%
O=C(NCCCN1CCN(c2ccccc2F)CC1)C1CCN(S(=O)(=O)N2CCOCC2)CC1	i	2%	5%	-21%	-10%	-0.8%	0%	17%	0%
COc1ccc(CCNC(=O)C2CC(=O)N(C3CCCCC3)C2)cc1OC (stereo not drawn)	i	-2%	7%	14%	11%	0.0%	-3%	4%	1%
Cc1nc(-c2ccccc2)sc1-c1ccc(SCC(=O)NCc2ccccc2Cl)nn1	/	-6%	/	?	/	9.2%	-1%	17%	/
COc1ncnc2c1ncn2CCCNCc1ccc2c(c1)OCO2	i	/	3%	/	10%	2.3%	0%	12%	/
COc1ccc(CNc2nc3c(-c4cccc(F)c4)nnn3c3ccccc23)cc1	i	5%	/	?	58%[activator]	13%	-4%	-5%	/
CN1C(=O)[C@@H]2[C@@H]3C[C@@H]([C@H]4ON=C(c5ccc(Cl)cc5)[C@@H]34)[C@@H]2C1=O	i	-2%	-4%	-28%	-10%	-0.5%	-12%	-4%	0%
COc1ccccc1OCc1nc(-c2cccc([N+](=O)[O-])c2)no1	i	8%	-4%	-4%	14%	3.2%	-17%	5%	22%

Of the compounds above, 4 contain four or more nitrogen atoms:
SMILES	S2 tox	A549 viability	EPAC2 antag	Nrf2 block	ATXN2 expr inh	Nrf2 ARE act	HepG2 viability	TGFb inhibitor	MCF10A rerep
O=C(NCCCN1CCN(c2ccccc2F)CC1)C1CCN(S(=O)(=O)N2CCOCC2)CC1	i	2%	5%	-21%	-10%	-0.8%	0%	17%	0%
Cc1nc(-c2ccccc2)sc1-c1ccc(SCC(=O)NCc2ccccc2Cl)nn1	/	-6%	/	?	/	9.2%	-1%	17%	/
COc1ncnc2c1ncn2CCCNCc1ccc2c(c1)OCO2	i	/	3%	/	10%	2.3%	0%	12%	/
COc1ccc(CNc2nc3c(-c4cccc(F)c4)nnn3c3ccccc23)cc1	i	5%	/	?	58%[activator]	13%	-4%	-5%	/

Following part
SMILES	S2 tox	A549 viability	EPAC2 antag	Nrf2 block	ATXN2 expr inh	Nrf2 ARE act	HepG2 viability	TGFb inhibitor	MCF10A rerep
COc1ccc(NC(C)C(=O)N/N=C/c2ccc([N+](=O)[O-])s2)cc1 (stereo not drawn)	?	?	-5%	21µM*	?	-0.4%	18µM*	13µM*	11%
O=C(COC(=O)c1ccc(Br)o1)c1ccc(S(=O)(=O)N2CCCCC2)cc1	i	3%	6%	-6%	/	0.2%	-15%	2%	-2%
Cc1cc(F)ccc1NC(=O)c1cccnc1	i	1%	2%	11%	-3%	-0.4%	1%	-3%	-8%
CC(C)CN(CC(C)C)S(=O)(=O)c1ccc(C(=O)Nc2sc3c(c2C(N)=O)CC(C)(C)NC3(C)C)cc1	/	-1%	/	/	?	6.4%	-52%	0%	/
Cc1cc(NC(=O)CSc2nnnn2-c2ccc(C)c(Cl)c2)no1	i	2%	-2%	2%	-16%	-0.3%	-17%	-15%	6%
Cn1nc(C(C)(C)C)cc1N1C(=O)CCC1(C)C(=O)Nc1ccc2c(c1)OCCO2 (stereo not drawn)	i	/	-2%	/	17%	-0.6%	0%	-1%	/
CCOC(=O)[C@H]1[C@H]2COc3ccc(Br)cc3[C@@H]2N2C(=O)c3cc(OC)c(OC)cc3NC(=O)[C@@]12C	i	-2%	-18%	3%	5%	1.7%	-9%	10%	-17%
CCOC(=O)c1nnn(-c2nonc2-n2cccc2)c1-c1cccc([N+](=O)[O-])c1	i	0%	-1%	-15%	-30%	5.6%	-35%	-9%	?
Cc1cc(C[n+]2ccsc2N)c2ncccc2c1	i	-12%	-4%	2%	/	-1.7%	-33%	-18%	8%
O=C(CCCN1C(=O)/C(=C/c2cccc(Br)c2)SC1=S)Nc1ccccn1	?	?	-4%	?	10µM*	3.7%	-18%	-12%	?
CCC(C)NC(=O)Cn1ncc2c([nH]c3ccc(C)cc32)c1=O (stereo not drawn)	i	9%	/	/	8%	-0.1%	-7%	4%	/
CS(=O)(=O)c1ncc(CO)n1Cc1ccccc1	i	-5%	6%	0%	-5%	-0.2%	-14%	0%	-6%
O=C1C=C(c2ccccc2)C(=O)N1Nc1ccccc1	?	-15%	3%	-1%	?	-1.1%	-98%	?	?
O=C(Nc1ccccc1N1CCOCC1)C1Cc2ccccc2CN1C(=O)c1ccco1 (stereo not drawn)	i	-4%	-5%	-18%	-3%	0.1%	0%	5%	-6%
CCc1nc2ccc(C(=O)Nc3cccc(NS(C)(=O)=O)c3)cn2c1N(CCC(C)C)CCN(C)C	i	/	3%	/	-10%	5.2%	-30%	-23%	/
O=C(O)CCC(=O)NCC1OCCc2ccccc21 (stereo not drawn)	i	1%[1.84 µM]	2%	0%	-2%	-1.2%	-3%	-4%	0%
Cc1cc(C)n2nc(SC(C)C(=O)N(C)c3ccccc3)nc2n1 (stereo not drawn)	i	-3%	2%	3%	-10%	0.0%	-3%	-14%	-3%
CC1CC2(CC(C)(C(=O)CSc3nc4ccccc4s3)OC2=O)C(=O)O1 (stereo not drawn)	?	-8%	5%	5%	-5%	-0.1%	-2%	-12%	2%
O=C(NC1CCCc2ccccc21)c1ccc(Cl)nc1 (stereo not drawn)	i	-4%	-2%	/	-5%	-0.8%	-21%	2%	1%
CCc1n[nH]c2c1/C(=N\O)CC(c1ccccc1)C2 (stereo not drawn)	?	-4%	5%	-14%	-26%	2.7%	-11%	24%	4%
CCN1CCN(C(=O)C(Cc2ccccc2)NC(=O)c2ccc(Cl)c(S(=O)(=O)N(C)C)c2)CC1 (stereo not drawn)	i	-22%	-4%	-17%	-14%	-0.5%	4%	-16%	4%
O=[N+]([O-])c1cccc(NC(=S)N2CCc3ccccc32)c1	i	-9%	-4%	-6%	21%	16%	-24%	?	-2%
Oc1nc(-c2ccc(Br)cc2)n2ccncc12	i	0%	-14%	-3%	-18%	-1.2%	-18%	-18%	1%
COc1ccc(N2CC(C(=O)N/N=C/c3c[nH]c4ccccc34)CC2=O)cc1 (stereo not drawn)	i	5%	-10%	-2%	-6%	4.3%	4%	-16%	0%
Cc1ccc(Cl)c(NC(=O)Nc2csc3c2CCCC3)c1	/	8%	/	15%	/	-0.2%	-9%	17%	/
CSc1ncccc1C(=O)Nc1cccc(S(=O)(=O)N(C)c2ccccc2)c1	i	-20%	-15%	12µM*	-29%	1.0%	-14%	-3%	5%
CO/N=C/C(C(C)=O)C(=O)Nc1ccc(Cl)cc1Cl (stereo not drawn)	?	-6%	4%	?	4%	-1.5%	-17%	21%	2%
CCCOC(=O)N[C@@H]1C(=O)N2C(C(=O)OCCC)=C(C)CS[C@H]12	i	0%	26%	-3%	-3%	3.3%	-26%&-3%	-10%&5%	16%
CN(c1ccc(C(=O)NCCCn2ccnc2)cc1)S(C)(=O)=O	i	0%	20%	-26%	-1%	0.0%	-18%	30%[activator]	5%
Cc1cccc(C)c1NC(=O)CN1C(=O)COc2ccccc21	/	0%	8%	-8%	-17%	0.2%	-14%	-5%	1%
COc1ccccc1/C=N/Nc1nccnc1Cl	i	-7%	8%	8%	9%	5.0%	-39%	-29%	-12%
CC(C)c1ccc(NC(=O)CSc2n[nH]c(=O)n2-c2cccnc2)cc1	i	-1%	-9%	17%	-14%	-0.4%	-27%	2%	6%
CC1CCc2sc(C(=O)Nc3ccc(N4CCOCC4)cc3)cc2C1 (stereo not drawn)	i	-6%	-14%	-11%	-12%	2.7%	-29%	-7%	?
COc1ccc(OC)c(CNc2sc3c(c2C(=O)Nc2cc(OC)ccc2OC)CCCC3)c1	?	?	/	/	0%	12%	-14%	0%	/
CCC(c1nnc(SCC(=O)Nc2nnc(-c3ccccc3)o2)o1)N(C)C (stereo not drawn)	i	-12%	-2%	-14%	-2%	0.4%	-8%	3%	2%
CCC(C)c1ccc(OCC(=O)Nc2ccc(-c3nc4ncccc4o3)cc2)cc1 (stereo not drawn)	/	-11%	/	4%	/	0.7%	-18%	1%	/
COc1ccc2cc(C#N)c(SCC(=O)OCc3ccccc3)nc2c1	/	-1%	/	3%	/	/	-4%	-1%	/
COc1ccccc1N1CCN(C(=O)c2cnn(-c3ccc(C)c(C)c3)c2C2CCN(C(=O)OC(C)(C)C)CC2)CC1	/	?	/	?	/	0.4%	7%	-6%	/
CCCNC(=O)C(Cc1ccc(Cl)cc1)NC(=O)c1ccc(-c2ccccc2)cc1 (stereo not drawn)	i	0%	-2%	8%	4%	0.2%	2%	1%	-13%
CCc1cc2cccc(C)c2nc1SCC(=O)Nc1nonc1C	i	7%	-3%	0%	-4%[11.3 µM]	0.3%	-9%	11%	-1%
C/C(=N\O)c1cccc(Br)c1	i	12%	2%	-2%	-3%	-0.6%	23%	0%	-2%
COc1ccc(Cl)cc1C(=O)Nc1ccc2oc(-c3ccc(C(C)(C)C)cc3)nc2c1	?	-3%	/	?	73%[activator]	0.6%	1%	4%	/
COc1cccc(/C=N/NC(=O)c2ccc3nc[nH]c3c2)c1	i	0%	-2%	8%	/	3.3%	-5%	28%	-1%
Cc1ccc(NC2=C([N+](=O)[O-])CS(=O)(=O)C2)cc1	i	6%	-3%	22%	7%	?	5%	-9%	4%
CCCN(C(=O)Cn1nc(Cc2ccncc2)c2ccccc2c1=O)c1ccccc1C	/	14%	/	?	/	0.2%	-32%	?	/

Only part of the results is shown; the hit share may differ from the screen's.
